Assay outcomes deposited in PubChem BioAssay by Sanford-Burnham Center for Chemical Genomics.
GRIN3A LBD mod = binders of NR3A ligand-binding domain, primary screen, biophysical, differential scanning fluorimetry, uHTS; NR3A LBD differential scanning fluorimetry, Tm shift; 0% = protein alone, 100% = glycine-bound protein; Tm shift relative to glycine control, % at 25 µM; hit rate 2.5% among 340,000; AID 1259313, 2017;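 active = melting temperature shift of at least 10% of the positive control shift, at one fixed dose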
UPR CHOP act = activators of apoptotic CHOP UPR arm, primary screen, cell-based, CHO-CHOP luciferase reporter, luminescence, uHTS; UPR activation; percent of tunicamycin response over DMSO baseline; AID 449763, 2010; activation, % at 10 µM; hit rate 0.34% among 330,000;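 active = at 10 µM dose, activation of 40% or more, normalized to positive control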;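 note: 100% = tunicamycin at 10 µg/mL and 0% = DMSO alone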
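Material: CHO-CHOP cells, stable luciferase reporter of PERK-eIF2a-CHOP signalling; quantity: 500 reporter cells seeded per well; buffer or medium: F12 medium containing 10% fetal bovine serum; compound: one dose, 10 µM in 0.5% DMSO; incubation: 6 h compound treatment, 37 °C; measured by: Steady-Glo luciferase luminescence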
Mdm2 MdmX PPI = inhibitors of human Mdm2-MdmX association, primary screen, cell-based, luminescence, split luciferase, SaOS-2, uHTS; SaOS-2 split-luciferase Mdm2/MdmX complementation; Protein Mdm4 (Homo sapiens) + E3 ubiquitin-protein ligase Mdm2 (Homo sapiens), …; inhibition, % at 8 µM; hit rate 3% among 330,000;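 active = inhibition of at least 50% at 8 µM in the primary screen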
Target sequence (O15151 whole entry, looked up): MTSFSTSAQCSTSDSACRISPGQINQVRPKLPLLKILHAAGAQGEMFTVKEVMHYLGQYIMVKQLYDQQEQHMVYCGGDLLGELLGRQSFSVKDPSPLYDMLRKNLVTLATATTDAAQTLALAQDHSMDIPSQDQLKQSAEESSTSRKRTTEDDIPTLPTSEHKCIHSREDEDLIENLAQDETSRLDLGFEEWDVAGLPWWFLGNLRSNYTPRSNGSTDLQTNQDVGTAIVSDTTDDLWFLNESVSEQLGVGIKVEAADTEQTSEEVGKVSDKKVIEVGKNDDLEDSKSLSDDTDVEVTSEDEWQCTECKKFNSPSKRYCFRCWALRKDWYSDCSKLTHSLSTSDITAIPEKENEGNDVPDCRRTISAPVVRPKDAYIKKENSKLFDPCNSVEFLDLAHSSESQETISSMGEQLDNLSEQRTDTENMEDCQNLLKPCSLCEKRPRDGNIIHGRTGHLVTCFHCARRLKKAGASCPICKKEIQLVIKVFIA
Target sequence (Q00987 whole entry, looked up): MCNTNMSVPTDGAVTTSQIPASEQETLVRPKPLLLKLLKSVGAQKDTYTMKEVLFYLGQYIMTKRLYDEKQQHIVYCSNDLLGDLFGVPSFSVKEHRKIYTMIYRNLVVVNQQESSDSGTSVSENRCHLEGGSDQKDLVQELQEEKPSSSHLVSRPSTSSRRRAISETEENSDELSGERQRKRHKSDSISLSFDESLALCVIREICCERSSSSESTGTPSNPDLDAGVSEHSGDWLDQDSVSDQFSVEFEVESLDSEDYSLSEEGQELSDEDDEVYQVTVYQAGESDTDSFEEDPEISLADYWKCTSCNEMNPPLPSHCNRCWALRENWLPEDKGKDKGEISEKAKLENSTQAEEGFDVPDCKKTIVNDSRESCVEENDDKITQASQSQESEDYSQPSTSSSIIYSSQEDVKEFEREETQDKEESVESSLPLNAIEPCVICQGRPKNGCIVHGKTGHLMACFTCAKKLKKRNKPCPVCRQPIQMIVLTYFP
tim10-1 inh = growth inhibitors of tim10-1 mutant yeast, primary screen, luminescence, uHTS. S. cerevisiae tim10-1 ts strain growth, BacTiter-Glo, 24 h. inhibition, % at 20 µM. hit rate 2.2% among 330,000. AID 463190, 2010;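 active = inhibition of at least 40%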;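 note: mutant grown at 25 °C; 0% = DMSO wells with yeast and 100% = wells holding no yeast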
NLRP3 yeast inh = NALP3 inflammasome inhibitors in reconstituted yeast, primary screen, luminescence, uHTS | hit rate 0.39% among 330,000 | inhibition, % at 10 µM | Yeast reconstituted NLRP3/ASC/caspase-1, beta-gal luminescence, 24 h;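 active = inhibition of 50% or more; inactive = inhibition below 50%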;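 note: plate controls were induced DMSO wells for no effect and uninduced yeast grown without galactose for full effect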
UPR XBP1 act = activators of adaptive XBP1 UPR arm, primary screen, cell-based, CHO-XBP1 luciferase reporter, luminescence, uHTS; IRE1-XBP1 UPR activation; percent of tunicamycin response, DMSO as zero; activation, % at 20 µM; hit rate 0.33% among 330,000; AID 463104, 2010;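 active = versus positive control, 20 µM dose yields 30% or more activation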;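 note: 100% = tunicamycin at 10 µg/mL and 0% = DMSO only wells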
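Material: CHO-XBP1 cells stably carrying IRE1-XBP1-driven luciferase reporter | Medium: F12 with 10% serum | Compound dosing: 20 µM single concentration, DMSO 1% | Incubation: Overnight seeding at 37 °C, 6 h compound treatment at 37 °C | Detection: Steady-Glo luminescence read | Read-out basis: % activation of reporter signal versus tunicamycin and DMSO controls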
TIM10 inh = growth inhibitors of isogenic TIM10 control yeast, primary screen, counter-screen for tim10-1 yeast inhibitor project, luminescence, uHTS | S. cerevisiae TIM10 strain growth, BacTiter-Glo luminescence, 24 h | hit rate 1.4% among 330,000 | inhibition, % at 10 µM;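 active = inhibition of 40% or more at the single tested concentration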;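 note: wild-type TIM10 isogenic control strain grown at permissive 25 °C; 0% = DMSO yeast wells and 100% = minimal medium wells without yeast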
tim23-1 inh = growth inhibitors of tim23-1 mutant yeast, primary screen, luminescence, uHTS; S. cerevisiae tim23-1 growth, BacTiter-Glo luminescence, 24 h; inhibition, % at 20 µM; hit rate 1.3% among 330,000; AID 463212, 2010;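 active = growth inhibition of the mutant yeast at or above 50%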;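 note: temperature-sensitive mutant grown at 25 °C; plate controls were DMSO-treated mutant yeast for no effect and medium wells lacking yeast for full effect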
APJ ag = agonists of human apelin receptor APJ, primary screen, CHO-K1 cells, PathHunter beta-arrestin, luminescence | P35414 | 0% DMSO wells, 100% apelin | activation, % at 20 µM | hit rate 0.11% among 330,000;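 active = activation more than six SD over the plate average, tested at 20 µM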;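 note: 0% = DMSO alone and 100% = apelin-13 at 10 nM; some results filed as inactive read as strong as hits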
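Material: engineered CHO-K1 APJ arrestin reporter cells; amount: 1000 CHO-K1 reporter cells seeded per well; incubation: compound stimulation 90 min at 25 °C, detection 60 min; signal: luminescent beta-gal fragment complementation, chemiluminescent substrate; read-out basis: APJ agonist activity; controls: DMSO-only wells as negative, 10 nM Apelin-13 as positive control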
Starred values were filed as active, the others as inactive.

SMILES	GRIN3A LBD mod	UPR CHOP act	Mdm2 MdmX PPI	tim10-1 inh	NLRP3 yeast inh	UPR XBP1 act	TIM10 inh	tim23-1 inh	APJ ag
CCOC(=O)Nc1cccc(C(=O)O)c1	0.6	-1.8	-2.0	-5.5	2.4	-3.6	-6.5	-2.1	-1.8
CN(C(=O)CSc1ncccc1C(=O)O)c1ccccc1	0.6	0.5	-2.9	15.8	8.8	3.6	4.4	-9.3	-3.8
Cc1ccc(NS(=O)(=O)c2ccc(C(C)C)cc2)cc1S(=O)(=O)N1CCOCC1	-22.3	3.0	-3.2	-4.2	8.4	-1.2	-7.4	-8.1	-3.7
CN1CCSc2ccc(C(=O)Nc3cc(F)ccc3F)cc21	0.1	5.2	-217.3	5.9	42.2	5.3	20.5	25.3	-0.8
CCNC(=O)CSc1nc2ccccc2c(=O)n1CCCOC(C)C	-0.3	-0.2	-23.5	12.0	2.5	-2.4	7.2	11.9	-3.2
CCOc1ccccc1CNCCO	0.1	-0.4	9.8	9.9	-5.5	7.4	6.6	-1.2	-2.6
NCCCC[C@@H](C(=O)N1CCNCC1)n1cc([C@@H](N)CC(N)=O)nn1	1.0	-2.6	-16.0	-1.8	18.9	0.2	10.2	-10.1	-3.3
Cc1c(=O)n(OCc2ccccc2F)c2ccccc2[n+]1[O-]	1.2	3.0	-19.3	7.1	10.9	1.6	-1.3	-4.4	-0.3
CSc1sc(C#N)c2c1/C(=N\O)CCC2	-0.2	-1.0	-1.0	13.8	-48.9	6.1	7.4	1.0	1.9
Cc1cc(Cl)ccc1NC(=O)CN1C(=O)NC2(CCCc3ccccc32)C1=O (stereo not drawn)	0.5	-0.9	4.2	-6.1	21.0	-3.5	7.6	11.7	6.7
Cc1cc(C)n(S(=O)(=O)c2cc(C)c(C)cc2C)n1	4.5	-0.9	-12.7	23.8	7.6	0.2	8.8	5.6	-4.1
CCCCSc1nnc(-c2ccccc2)c2ccccc12	-12.4	0.1	-1.4	26.8	16.7	5.3	33.1	49.7	-5.8
COc1cc(OC)cc(C(=O)NNC(=O)CCNS(=O)(=O)c2ccc(C)c(C)c2)c1	0.2	1.1	9.1	11.4	1.9	-1.0	5.9	7.1	-0.3
CCN1CCN(C(c2cccnc2)c2c(NC(=O)c3ccco3)sc(C)c2C)CC1 (stereo not drawn)	2.3	1.5	-8.9	7.6	2.0	0.9	-3.2	14.9	-3.5
Cc1ccc2nc(-c3ccc(NC(=O)CCN4C(=O)c5ccccc5C4=O)cc3)sc2c1	18.0*	3.8	-33.2	0.8	6.7	4.0	1.3	-4.7	-1.1
Cc1ccc(NC(=O)C2CCCNC2=O)nc1 (stereo not drawn)	1.1	-1.0	-1.8	-6.6	8.8	0.2	4.2	5.0	0.9
O=c1onc(-c2ccccc2Cl)n1-c1ccccc1Cl	0.0	1.5	26.1	8.7	10.5	-2.5	11.7	0.7	11.0
CC(Sc1ccc(S(=O)(=O)N2CCOCC2)cn1)c1ccccc1Cl (stereo not drawn)	-8.7	0.4	6.2	10.0	32.7	-2.2	12.6	28.1	-1.6
C=CCNCCOc1c(C)cc(C)cc1Cl	0.3	-0.9	-3.5	10.1	12.3	-0.8	-4.3	11.9	0.5
COc1cccc(C(=O)NOCc2ccc(C)cc2)c1OC	-1.4	2.7	3.5	0.3	2.9	-0.8	-3.0	0.8	-1.5
COc1cc(/C=N/NC(=O)c2cc(-c3ccccc3C)nc3ccccc23)cc(OC)c1O	-0.4	-0.2	-4.5	6.1	2.8	6.6	2.5	10.7	3.6
COc1ccc(OCCC(=O)Nc2ccccc2)cc1	4.0	0.3	1.7	1.5	19.0	2.9	-2.2	3.6	-0.2
COC(=O)c1cn(Cc2cccc(C)c2)nn1	-4.8	0.1	-6.0	21.2	8.8	-1.4	6.9	15.2	-1.7
CCC[N+]1(CC#CC(O)(c2ccccc2)C2CCCCC2)CCCCC1 (stereo not drawn)	0.2	-1.4	3.2	27.8	3.8	-5.6	2.4	-2.1	-5.5
CCOC(=O)c1c(C=O)c(C)n(Cc2ccc(Cl)cc2)c1C	3.1	1.2	37.5	29.9	11.0	-0.1	34.3	63.0*	0.6

Following part.
SMILES	GRIN3A LBD mod	UPR CHOP act	Mdm2 MdmX PPI	tim10-1 inh	NLRP3 yeast inh	UPR XBP1 act	TIM10 inh	tim23-1 inh	APJ ag
COCCN1C(=O)c2[nH]nc(-c3ccccc3O)c2C1c1ccc(OC)cc1 (stereo not drawn)	-1.6	1.6	8.3	14.3	1.5	6.5	-12.4	16.9	-3.6
O=[N+]([O-])c1cc(/C=N\Nc2nc(-c3ccccc3)cs2)ccc1O	8.4	0.8	5.3	14.8	0.7	10.8	23.8	3.1	-2.4
C#CCNC(=O)/C=C/c1ccc(OC)cc1	0.6	0.8	-30.8	7.8	10.6	2.3	3.4	11.9	2.4
COc1cc2c(cc1OC)CN(S(C)(=O)=O)CC2	0.4	0.2	-49.5	8.8	10.6	1.0	-2.7	15.5	-1.2
COc1ccccc1N1CCN(C(=O)CN(c2ccccc2OC)S(=O)(=O)c2ccccc2)CC1	-3.3	-1.2	-0.7	13.8	18.9	1.9	16.8	27.0	-2.8
O=C(Nc1cccc(-c2nnc(-c3ccccc3)o2)c1)C1CC1	0.6	0.9	-49.8	41.4*	23.9	1.8	26.8	60.0*	0.9
CCN(C(=O)CSc1nc(C)nc2sc(C)c(C)c12)c1ccc(F)cc1	1.6	2.9	13.7	4.7	16.0	-1.1	-4.4	0.6	2.3
CCC(=O)c1ccc(NC(C)=O)cc1O	0.4	1.8	4.3	-15.3	27.4	0.2	2.3	9.3	0.8
CCOC(=O)C1=C(COC(=O)CSc2ccc(C)cc2)NC(=O)NC1C (stereo not drawn)	1.5	-0.6	-6.4	-9.6	3.7	-4.3	-2.7	13.8	-1.7
Cc1ccsc1C(=O)OCC(=O)Nc1nnc(-c2ccccc2)o1	-3.0	1.3	8.8	-4.1	13.3	2.0	-2.9	8.4	-5.8
O=C(C1CC(c2ccccc2O)=NO1)N1CCCC1 (stereo not drawn)	0.7	1.7	34.0	-17.8	13.7	-1.8	-15.4	6.0	1.2
COC(=O)c1sccc1NC(=S)OC	1.1	0.8	3.1	-6.6	2.0	-3.1	8.9	-12.7	-1.6
COc1ccc(C(=O)N2CCCC(Nc3ccc(C(C)C)cc3)C2)c(OC)n1 (stereo not drawn)	-0.3	2.6	17.2	10.9	10.6	-2.9	-0.9	10.8	-7.6
N[C@@H](Cc1ccccc1)c1nnc2sc(SCc3ccccc3)nn12	0.5	-1.2	-28.0	31.7	-0.1	-0.8	23.3	31.7	4.2
CCOCCCNC(C(=O)Nc1ccc(OC)c(Cl)c1)c1ccccc1 (stereo not drawn)	0.2	0.6	-13.6	12.1	18.2	-0.2	-4.0	6.0	-2.9
COc1ccc(CCNC(=O)CCc2ccc(S(=O)(=O)NC(C)C)cc2)cc1	-3.2	0.6	-0.8	-8.0	21.0	-2.7	-6.6	7.4	5.4
O=C1OC(NC(=O)c2ccccc2)C(N2CCOCC2)=C1Cl (stereo not drawn)	0.2	-1.7	-2.6	4.8	-3.4	-0.3	-5.3	-0.2	1.2
O=C(O)C1CC(=O)N(CCc2c[nH]c3ccccc23)C1 (stereo not drawn)	0.8	-2.2	-11.3	10.4	-3.8	-3.3	2.1	14.8	0.7
Cc1ccc(-c2csc3ncnc(Oc4ccc5c(C)cc(=O)oc5c4)c23)cc1	4.1	2.5	40.0	22.7	24.7	7.0	13.4	13.5	-4.0
CCOc1ccccc1/C=N/NC(=O)c1cc(C(C)C)[nH]n1	-0.2	5.6	-16.6	5.0	12.4	2.5	22.9	21.1	-1.5
O=C(OCC(=O)N1CCCC1)c1cncc(Br)c1	-0.1	-0.4	-2.4	-1.5	-14.7	-3.3	-13.6	8.1	0.7
C/C(Cl)=C\Cn1c(NCCc2ccccc2)nc2c1c(=O)n(C)c(=O)n2C	-1.5	8.0	19.7	17.2	12.3	-1.1	3.0	-6.1	1.5
CCn1ccnc1CNC(=O)c1ccc2oc(C(C)C)nc2c1	-1.3	-2.8	2.6	-5.1	9.9	4.1	-0.9	-10.4	1.4

Some of the entries so far, in CSV form:
Compound,GRIN3A LBD mod,UPR CHOP act,Mdm2 MdmX PPI,tim10-1 inh,NLRP3 yeast inh,UPR XBP1 act,TIM10 inh,tim23-1 inh,APJ ag
N[C@@H](Cc1ccccc1)c1nnc2sc(SCc3ccccc3)nn12,0.5,-1.2,-28.0,31.7,-0.1,-0.8,23.3,31.7,4.2
CCOCCCNC(C(=O)Nc1ccc(OC)c(Cl)c1)c1ccccc1 (stereo not drawn),0.2,0.6,-13.6,12.1,18.2,-0.2,-4.0,6.0,-2.9
COc1ccc(CCNC(=O)CCc2ccc(S(=O)(=O)NC(C)C)cc2)cc1,-3.2,0.6,-0.8,-8.0,21.0,-2.7,-6.6,7.4,5.4
O=C1OC(NC(=O)c2ccccc2)C(N2CCOCC2)=C1Cl (stereo not drawn),0.2,-1.7,-2.6,4.8,-3.4,-0.3,-5.3,-0.2,1.2
O=C(O)C1CC(=O)N(CCc2c[nH]c3ccccc23)C1 (stereo not drawn),0.8,-2.2,-11.3,10.4,-3.8,-3.3,2.1,14.8,0.7
Cc1ccc(-c2csc3ncnc(Oc4ccc5c(C)cc(=O)oc5c4)c23)cc1,4.1,2.5,40.0,22.7,24.7,7.0,13.4,13.5,-4.0
CCOc1ccccc1/C=N/NC(=O)c1cc(C(C)C)[nH]n1,-0.2,5.6,-16.6,5.0,12.4,2.5,22.9,21.1,-1.5
O=C(OCC(=O)N1CCCC1)c1cncc(Br)c1,-0.1,-0.4,-2.4,-1.5,-14.7,-3.3,-13.6,8.1,0.7
C/C(Cl)=C\Cn1c(NCCc2ccccc2)nc2c1c(=O)n(C)c(=O)n2C,-1.5,8.0,19.7,17.2,12.3,-1.1,3.0,-6.1,1.5
